Compound activity from PubChem BioAssay.
SIAH1 antagonists: Siah-1 peptide-binding antagonists, primary screen, biochemical, fluorescence polarization, rhodamine-plectin, uHTS (AID 1817); 290,000 tested, 0.02% active; one-dose displacement, % at 20 µM; IC50 in µM for titrated hits; Siah-1 / rhodamine-plectin peptide fluorescence polarization; higher % means a stronger effect;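 active means displacement of at least 50% at 20 µM, with a fluorescence ratio check between 0.3 and a set limit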;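 further: plate controls were Siah plus tracer with DMSO for no effect and tracer alone without Siah for full effect; strong numbers were not always called active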
KOR beta-arrestin-1: kappa opioid receptor activators – cell-based, luminescence, uHTS, primary screen (AID 1777); KOR beta-arrestin recruitment, luminescence; higher % means a stronger effect; one-dose activation, % at 10 µM; EC50 in µM for titrated hits; 280,000 tested, 0.02% active; in the data active means activation above about 50%, passing the limit was not always enough; further: a part of the inactive calls stands beside numbers as strong as those of hits
KOR beta-arrestin-2: kappa opioid receptor blockers – cell-based, luminescence, uHTS (AID 1778) | KOR beta-arrestin recruitment, luminescence, antagonist mode; higher % means a stronger effect | inhibition, % at 10 µM; hits with a dose series show IC50 in µM | 290,000 tested, 0.091% active; in the data active means inhibition above about 50%; further: strong numbers were not always called active
NOD1 inhibition: inhibition of NOD1-driven NF-kB reporter – cell-based, luminescence, uHTS, primary screen (AID 1578); NOD1-driven NF-kB luciferase reporter cells, luminescence; higher % means a stronger effect; 290,000 tested, 1% active; inhibition, % at 4 µM; hits with a dose series show EC50 in µM; in the data active means inhibition mostly above about 36%, no sharp cut-off; inactive means mostly below about 34%;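 further: HEK-293T reporter cells stimulated with the NOD1 agonist gamma-tri-DAP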
GPR35 antagonists: inhibition of zaprinast-stimulated GPR35 beta-arrestin translocation – imaging, U2OS, beta-arrestin-GFP, zaprinast agonist, primary screen (AID 2058). inhibition, % at 10 µM; hits with a dose series show IC50 in µM. U2OS GPR35 beta-arrestin-GFP translocation imaging, zaprinast antagonism; higher % means a stronger effect. 290,000 tested, 0.052% active;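 active means inhibition of at least 50% with at least 30 cells and total cytoplasm GFP at most 10,000,000; inconclusive means under 30 cells or total GFP of 10,000,000 plus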
HIV peptide binding: inhibitors of HIV fusion peptide binding, primary screen, biochemical, uHTS, fluorescence dequenching (AID 1986); cell-free peptide binding, fluorescence dequenching, 30 min; higher % means a stronger effect; inhibition, % at 20 µM; hits with a dose series show IC50 in µM; 290,000 tested, 0.3% active; in the data active means inhibition mostly above about 52%, no sharp cut-off; inactive means mostly below about 76%; further: some results filed as inactive read as strong as hits
AID2073: inhibitors of Mint1-CaV2.2 protein interaction, biochemical, HTRF (AID 2073); HTRF protein-protein interaction, Mint1-CaV2.2; higher % means a stronger effect; one-dose inhibition, % at 20 µM; IC50 in µM for titrated hits; 290,000 tested, 0.19% active; in the data active means inhibition mostly above about 51%, no sharp cut-off; inconclusive means no clear call, values can overlap the other calls; inactive means mostly below about 53%; further: some results filed as inactive read as strong as hits
GPR55 activation: selective activators of receptor GPR55 – imaging, U2OS cells, beta-arrestin-GFP redistribution, primary screen (AID 1961); U2OS GPR55 beta-arrestin-GFP redistribution imaging; higher % means a stronger effect; 290,000 tested, 0.048% active; one-dose activation, % at 10 µM; EC50 in µM for titrated hits;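 active means activation above 40% with more than 50 cells counted in the well; inconclusive means wells holding fewer than 50 cells, flagged as toxic or sparse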;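 further: U2OS osteosarcoma cells stably expressing GPR55 and beta-arrestin-GFP; plate controls were DMSO negative control for no effect and LPI positive control for full effect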
GPR55 LPI antagonism: inhibition of LPI-stimulated GPR55 beta-arrestin translocation – imaging, U2OS, beta-arrestin-GFP, LPI agonist, primary screen (AID 2013) | U2OS GPR55 beta-arrestin-GFP translocation imaging, LPI antagonism; higher % means a stronger effect | inhibition, % at 10 µM; hits with a dose series show IC50 in µM | 290,000 tested, 0.13% active;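 active means spots per cell inhibited over 60%, with over 100 cells counted and total cytoplasm intensity under 500,000; inconclusive means wells with under 100 cells, flagged as likely toxic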;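 further: U2OS cells stably carrying GPR55 and arrestin-GFP stimulated by 5 µM LPI near EC80; imaged beta-arrestin-GFP aggregate spots per cell after agonist stimulation; plate controls were LPI-stimulated DMSO wells for no effect and DMSO wells without LPI for full effect; some results filed as inactive read as strong as hits; confirmed hits need IC50 under 10 µM and bright autofluorescent wells are also inconclusive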
The depositor's hits bear a star; ? = inconclusive; nt = not tested or not shown; [ ] = remark or other dose. This is a subset (hit frequency here may not be typical).

Value order: SIAH1 antagonists, KOR beta-arrestin-1, HIV peptide binding, KOR beta-arrestin-2, AID2073, GPR55 LPI antagonism, GPR35 antagonists, GPR55 activation, NOD1 inhibition
C=CCn1c(C)cc(C(=O)CN2NS(=O)(=O)c3ccccc3C2=O)c1C
→ -2.0%, 2.3%, 1.3%, -10.4%, -4.8%, 16.1%, 13.1%, -0.2%, -48.3%
Cc1cccc(N=C2NC(=O)/C(=C/c3cccnc3)S2)c1C
→ 13.9%, -3.6%, 3.2%, 35.7%, -2.5%, 6.2%, -1.6%, 0.0%, 4.2%
CCCn1c(C)cc(C(=O)CSc2nc3nc(C)cc(C)n3n2)c1C
→ -0.9%, 1.8%, 16.2%, -1.3%, -4.1%, 14.8%, -5.9%, 0.3%, -3.1%
Cc1cc(C)c2nc(N3CCOCC3)c(C#N)cc2c1
→ -3.1%, 2.9%, 0.3%, -50.3%[20 µM], ?, -5.2%, -7.5%, -0.4%, -10.6%
CCN(CC)c1ccc(NC(=O)CCCOc2cccc(C)c2)cc1
→ 5.0%, -1.5%, 1.7%, 4.2%, -6.2%, 19.2%, -7.1%, -1.0%, 11.5%
O=C(O)C(Oc1ccc2cc(-c3ccc(Cl)cc3)c(=O)oc2c1)c1ccccc1 (configuration not stated)
→ 4.9%, 10.6%, 33.1%, -43.8%[20 µM], 38.3%, 8.6%, 4.0%, -0.1%, -14.3%
Cc1n[nH]c(C)c1S(=O)(=O)N1CCN(C(=O)c2ccco2)CC1
→ -0.3%, 0.6%, -1.0%, -25.2%, 6.9%, -5.9%, 2.4%, -0.1%, -9.5%
N/C(=N\OC(=O)c1cccc(Br)c1)c1ccncc1
→ 3.4%, 1.5%, -1.7%, -39.3%[20 µM], -3.8%, -10.8%, -11.4%, -0.1%, -33.2%
CCN1CNC(=S)N(c2cc(C)ccc2C)C1
→ 1.4%, 3.6%, -3.7%, -34.1%, -0.1%, -5.3%, 1.5%, 0.0%, 6.1%
Brc1ccc(CSc2nnc(-c3cnccn3)n2Cc2ccco2)cc1
→ 10.2%, 41.3%, -1.7%, -22.8%, -1.1%, -11.4%, 3.1%, 1.7%, -19.6%
Cc1cccc(NC(=O)CS(=O)(=O)c2cn(C)c3ccccc23)c1
→ 2.1%, -2.1%, 1.0%, -4.9%, -1.0%, 4.9%, 0.4%, -0.3%, -12.6%
CC(=O)c1ccc(NC(=S)NC(=O)c2c(Cl)c(C)nn2C)cc1
→ 1.7%, -2.8%, 2.1%, 5.7%, -8.5%, -3.1%, 3.9%, 0.2%, -6.1%
CCn1cc(CCCC(=O)NCc2cccc(OC)c2)c2ccccc21
→ 2.9%, 3.1%, 1.8%, -3.2%, -0.1%, -1.1%, -0.8%, -0.3%, -15.5%
CCOc1ccccc1NC(=S)N1CCCc2ccccc21
→ -7.5%, -6.9%, -2.1%, 1.4%, -7.0%, 1.1%, 10.7%, -0.2%, -13.4%
O=C(CSCc1ccc(Cl)cc1)NCC1CCCO1 (configuration not stated)
→ 0.8%, -5.9%, 4.0%, -0.3%, 4.8%, 8.2%, -7.7%, -0.2%, -13.7%
CC(C)C[C@H](NC(=O)OC(C)(C)C)C(=O)N[C@@H](CO)[C@H](O)[C@@H]1C[C@@H]1C(=O)N1CCCC1
→ -4.8%, 1.2%, -0.7%, -13.8%[20 µM], 5.0%, 6.4%, 15.6%, -0.1%, -4.1%
CC(C(=O)NCCc1ccc(F)cc1)N1CCN(Cc2ccccc2)CC1 (configuration not stated)
→ -4.2%, -2.3%, 1.0%, -7.8%, -7.9%, -2.9%, 2.7%, 0.1%, -14.2%
CCOC(=O)CNC(c1ccccc1)c1cc(Br)ccc1NC(=O)CCN1CCOCC1 (configuration not stated)
→ 3.4%, -0.5%, 0.9%, -12.7%, -1.7%, 2.7%, -6.6%, -0.2%, 69.7%*
COc1ccc(CCN2C(=O)c3[nH]nc(-c4ccccc4O)c3C2c2cccc(O)c2)cc1OC (configuration not stated)
→ -3.4%, -6.7%, 0.9%, 4.2%, -0.8%, 2.7µM*, 12.4%, -0.3%, 7.7%
S=c1[nH]nc(CCc2ccccc2)n1-c1ccc(Cl)cc1
→ 4.5%, -7.5%, -1.5%, -4.0%[20 µM], 13.8%, 7.3%, -17.6%, 0.2%, -13.6%
CCNc1nc(NCC)nc(SCCOc2ccc(C)cc2)n1
→ 7.7%, 0.1%, 3.6%, -2.3%, -2.3%, -12.5%, 10.5%, 0.1%, -4.6%
Cc1noc(C)c1COc1ccc(CC(=O)NCCc2ccccc2)cc1
→ 14.1%, 8.9%, 0.9%, -17.0%, -20.3%, 3.2%, -15.9%, 1.0%, -8.9%
CCN1C(=O)C(CC(=O)Nc2ccc(OC)cc2)N(Cc2cccs2)C1=S (configuration not stated)
→ -3.0%, -2.8%, 4.5%, -19.5%, 11.1%, 16.1%, -1.5%, -0.1%, 33.2%
COc1ccccc1Nc1nn2c(=O)c3ccc(C(=O)N4CCCCC4)cc3nc2s1
→ -4.4%, -8.5%, 0.3%, -5.1%, 6.5%, -8.5%, -2.7%, -0.1%, -9.0%
COC(=O)c1c(C)oc(C)c(C(=O)OC)c1=O
→ -2.4%, -1.1%, -3.2%, 25.9%, 1.0%, -5.5%, 26.0%, -0.1%, 2.0%
Cc1ccc(-c2csc3ncn(C(C)C(=O)O)c(=O)c23)cc1 (configuration not stated)
→ 6.8%, -6.3%, 4.6%, -10.9%, -1.7%, -7.0%, 2.4%, 0.9%, -24.5%
COc1cccc(C(=O)Oc2ccc(N3C(=O)CCC3=O)c(C)c2)c1
→ 13.3%, -4.8%, 0.4%, 5.0%[20 µM], 3.9%, 0.8%, -11.3%, -0.1%, -10.3%
CCOC(=O)C1(Cc2ccc(Cl)cc2)CCN(C(=O)c2cscn2)CC1
→ -5.1%, -1.0%, -1.1%, 6.2%[20 µM], -7.2%, -6.3%, 4.9%, 0.0%, 9.9%
CCC(CC)C(=O)Nc1nc(-c2ccc3c(c2)CCN3C(=O)C2CC2)c(C)s1
→ -3.3%, 6.7%, 3.8%, -34.7%, 2.3%, 11.6%, 10.0%, 0.3%, -15.0%
Cc1ccc(N2CC(C(=O)Nc3nnc(SCC(N)=O)s3)CC2=O)cc1 (configuration not stated)
→ 5.0%, -0.6%, -0.8%, 3.7%, -1.4%, 7.5%, -9.5%, -0.1%, -15.5%
CC[n+]1c(C)cc(C)n1-c1ccccc1
→ 7.4%, -4.5%, 0.1%, 5.5%, 5.4%, 11.6%, -8.9%, -0.3%, -23.7%
CCOC(=O)N1CCN(S(=O)(=O)c2ccc(C)c([N+](=O)[O-])c2)CC1
→ -3.4%, -1.0%, -0.6%, -7.3%, -3.9%, -23.7%, 12.0%, -0.2%, -23.7%
Cc1cc(C(=O)Nc2ccc3c(c2)OCCO3)c(C)o1
→ 4.3%, -5.7%, -2.6%, 19.0%, 44.8%, 17.9%, -10.4%, 0.2%, -38.4%
Cc1ccc(S(=O)(=O)c2nc(S(=O)(=O)c3ccccc3)sc2N2CCN(C)CC2)cc1
→ 1.0%, -0.1%, -0.4%, -20.3%, 6.8%, -3.0%, 7.0%, -0.1%, 22.5%
COCCCN(CC(=O)Nc1ccc(N2CCOCC2)cc1)S(=O)(=O)c1ccccc1
→ 2.8%, -1.1%, -2.0%, 4.9%, 3.1%, 14.1%, 4.2%, -0.1%, -27.2%
Cc1ccsc1CN(C)Cc1nc(C2CC2)no1
→ 3.8%, -8.9%, 1.4%, -32.5%[20 µM], 5.0%, 11.0%, 7.4%, 0.2%, -14.6%
NS(=O)(=O)c1ccc(NC(=O)COC(=O)CSc2n[nH]c(-c3ccccc3)n2)cc1
→ -1.1%, -5.3%, 0.8%, 5.6%, -2.5%, -13.4%, 1.8%, 0.6%, 5.9%
CN(c1c(C#N)c(C(F)(F)F)nn1C)N(S(C)(=O)=O)S(C)(=O)=O
→ -6.2%, 5.7%, 0.2%, -47.6%, -1.7%, 1.4%, -7.2%, 0.6%, 7.6%
O=C(CSc1nc2ccsc2c(=O)n1Cc1ccc(C(=O)O)cc1)NCC1CCCO1 (configuration not stated)
→ -0.6%, 5.6%, 3.9%, 31.9%, 0.0%, 9.6%, 7.1%, -0.1%, -36.2%
COc1ccccc1NC(=O)N1CCCC1C(=O)NCc1ccc2c(c1)OCO2 (configuration not stated)
→ 0.8%, -2.3%, 1.7%, 9.3%, 10.6%, nt, 12.9%, -0.1%, 3.3%
N#Cc1c(NC(=O)c2ccccc2)sc2c1CCCCC2
→ 2.6%, 5.6%, 1.9%, 8.2%, -14.6%, -2.8%, -0.5%, 0.1%, -27.1%
CCOc1ccccc1NC(=S)N1CCN(c2ccc(O)cc2)CC1
→ -0.7%, 2.0%, -2.1%, 11.5%, -20.5%, 10.7%, -5.1%, 0.2%, -15.4%
COc1cc(CNCCc2c[nH]c3ccccc23)cc(Cl)c1OCC(N)=O
→ -4.6%, nt, -2.2%, -30.3%[20 µM], -19.3%, 14.7%, -0.7%, -0.1%, 25.6%
CC(=O)Oc1ccc(/C=N/NC(=S)Nc2ccccc2)cc1
→ 1.5%, -4.5%, 2.5%, nt, -9.7%, -1.8%, -2.1%, -0.2%, -47.8%
C(=N\Nc1nc2ccccc2s1)/c1ccco1
→ 0.0%, 3.4%, 1.4%, -6.2%, 25.3%, -0.9%, 8.0%, 0.3%, -121.2%
Cc1ccc(C(=O)c2c[nH]c(C(=O)NCc3cccnc3)c2)cc1
→ -1.8%, -1.6%, 0.1%, 16.4%, 3.3%, -19.6%, 5.6%, -0.4%, -4.2%
COc1ccc(NC(=S)N(CCc2c(C)[nH]c3ccccc23)Cc2ccco2)cc1
→ -6.4%, 1.6%, 0.5%, -33.3%, -14.8%, 11.7%, -8.3%, -0.3%, -5.9%
COc1ccccc1NCCC(=O)OCC(=O)NC1CCCCCC1
→ 2.1%, -1.4%, -1.0%, 9.8%, -5.8%, 20.2%, 3.2%, -0.4%, -11.5%
CCCCCCn1c2c(c(=N)c3c1CCC3)CCC2
→ 1.8%, -2.8%, -1.3%, -3.8%, -4.5%, 3.3%, 5.7%, -0.1%, 65.3%
O=C(CC1COc2ccccc2O1)NCCc1ccccc1 (configuration not stated)
→ -5.7%, -1.0%, -1.9%, 8.4%, -17.7%, 2.1%, 15.8%, -0.1%, -5.8%
CCOC(=O)C1(Cc2ccccc2Cl)CCN(C(=O)CN2CCOC2=O)CC1
→ 6.1%, 2.5%, -1.2%, -32.2%, 5.8%, 15.4%, 4.5%, 0.1%, -47.2%

Some values from the entries so far:
AID2073 result of Cc1ccc(C(=O)c2c[nH]c(C(=O)NCc3cccnc3)c2)cc1 → 3.3%
AID2073 result of COc1cc(CNCCc2c[nH]c3ccccc23)cc(Cl)c1OCC(N)=O → -19.3%
